CHO-K1 Ca antag: counter-screen for M1 antagonists: effect in parental CHO-K1 cells; ATP-induced calcium, Fluo-8 fluorescence; inhibition, % at 3 µM; 360,000 tested, 0.6% active;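 active = inhibition above a per-plate cutoff, the plate's mean sample inhibition plus 3 SD, cut at about 24% in these data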;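 also: 0% = DMSO plus EC80 ATP and 100% = DMSO alone without ATP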
M4 ag: agonists of human muscarinic M4 receptor (CHRM4); P08173; CHO-K1 hM4/Gqi5, Fluo-8 calcium fluorescence; vehicle 0%, full acetylcholine response 100%; activation, % at 3 µM; 360,000 tested, 0.14% active; AID 624127;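 active = activation above the run mean over all test wells plus 3 SD, cut at about 32% in these data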;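 also: peak over basal fluorescence ratio per well then scaled between controls; 0% = DMSO wells and 100% = acetylcholine at EC100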
Target sequence (P08173 whole entry, looked up): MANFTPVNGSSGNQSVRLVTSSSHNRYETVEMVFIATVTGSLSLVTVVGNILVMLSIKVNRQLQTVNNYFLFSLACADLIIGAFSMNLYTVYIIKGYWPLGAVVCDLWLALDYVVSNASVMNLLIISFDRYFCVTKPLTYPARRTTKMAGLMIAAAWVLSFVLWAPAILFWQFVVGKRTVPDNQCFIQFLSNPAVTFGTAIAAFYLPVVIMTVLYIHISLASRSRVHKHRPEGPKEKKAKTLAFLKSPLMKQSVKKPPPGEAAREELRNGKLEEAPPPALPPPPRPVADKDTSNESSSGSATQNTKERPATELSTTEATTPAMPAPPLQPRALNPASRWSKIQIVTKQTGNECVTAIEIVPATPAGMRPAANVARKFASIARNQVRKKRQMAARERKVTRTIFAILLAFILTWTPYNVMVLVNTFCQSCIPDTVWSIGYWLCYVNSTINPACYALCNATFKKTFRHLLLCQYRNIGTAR
M1 ag: activates human CHRM1 receptor. 360,000 tested, 0.33% active. activation, % at 3 µM. P11229. CHO-K1 hM1, Fluo-8 calcium fluorescence, agonist mode; 0% DMSO, 100% acetylcholine EC100;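 active = activation above the run's mean compound activation plus 3 SD, cut at about 16% in these data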;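 also: peak over basal fluorescence ratio within a 140 s kinetic read after compound addition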
CHO-K1 Ca ag: nonselective activator or artifact in parental CHO-K1 cells; Fluo-8 calcium fluorescence; scaled to maximal ATP response, vehicle zero; AID 602248; 360,000 tested, 0.48% active; activation, % at 3 µM; in the data active = activation above about 15%;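 also: untransfected CHO-K1 host cells lacking M1 receptor as counterscreen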
CHO parental Ca: counter-screen for OX1R antagonists: effect in parental CHO cells; 330,000 tested, 0.63% active; parental CHO-K1, ATP-induced calcium, Fluo-8 fluorescence; inhibition, % at 5.6 µM; AID 463079;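 active = inhibition above that plate's mean sample inhibition plus 3 SD, cut at about 26% in these data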;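 also: 0% = ATP-challenged DMSO wells and 100% = DMSO wells without ATP; some compounds past the cut are filed as inactive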
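Material: parental CHO cells / Compound: single nominal dose of 5.6 µM per compound / Signal: Fluo-8 fluorescence / Replicates: singlicate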
CHRM1 antagonist: antagonists of human M1 muscarinic receptor | P11229 | CHO-K1 hM1, Fluo-8 calcium fluorescence, ACh EC80 antagonist | inhibition, % at 3 µM | 360,000 tested, 1.3% active;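 active = percent inhibition above its own plate's cutoff, namely the mean of that plate's compound wells plus 3 SD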;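 also: peak over basal fluorescence ratio during 140 s after agonist addition; 0% = ACh EC80 plus DMSO and 100% = DMSO alone without agonist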
CHRM4 antagonist: antagonists of human muscarinic M4 receptor (CHRM4); inhibition, % at 3 µM; AID 624125; P08173; 360,000 tested, 0.73% active; CHO-hM4 cells, ACh EC80, Fluo-8 calcium fluorescence;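 active = inhibition above its plate's cutoff, the mean inhibition of sample wells plus 3 SD, cut at about 27% in these data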;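 also: 0% = acetylcholine EC80 with DMSO and 100% = DMSO without agonist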
OXTR potentiate: potentiators of human oxytocin receptor. CHO-OTR cells, Fluo-8 calcium fluorescence, potentiator mode; 0% = oxytocin EC15, 100% = EC100. activation, % at 3 µM. 320,000 tested, 0.061% active. AID 2445;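 active = activation above that plate's cutoff, the mean activation of tested compounds plus 3 SD, cut at about 6.6% in these data, passing the limit was not always enough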;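 also: 100% uses oxytocin at 75 nM as the full agonist control; some results filed as inactive read as strong as hits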
Target sequence (P30559 whole entry, looked up): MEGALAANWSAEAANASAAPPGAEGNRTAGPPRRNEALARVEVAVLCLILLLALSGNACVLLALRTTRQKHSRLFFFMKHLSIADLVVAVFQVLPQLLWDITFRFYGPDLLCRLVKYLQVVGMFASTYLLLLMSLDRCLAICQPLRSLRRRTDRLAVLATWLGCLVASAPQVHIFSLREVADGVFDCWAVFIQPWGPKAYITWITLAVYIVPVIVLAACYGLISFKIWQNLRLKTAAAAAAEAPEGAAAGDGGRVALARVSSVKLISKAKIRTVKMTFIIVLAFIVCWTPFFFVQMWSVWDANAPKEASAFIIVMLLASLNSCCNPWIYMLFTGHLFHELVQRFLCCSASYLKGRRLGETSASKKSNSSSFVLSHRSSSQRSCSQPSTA
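Assay system: CHO cell line stably expressing human OTR | Also added: Oxytocin at about EC15, sub-maximal agonist stimulus | Times: Compound 6 min at room temperature before oxytocin, 100 s read | Measured by: Fluo-8 intracellular calcium fluorescence, ex 470-495, em 515-575 nm | Controls: EC15 oxytocin alone as 0%, 75 nM oxytocin as 100%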
CHRM1 PAM: human CHRM1 positive allosteric modulation. P11229. CHO-K1 hM1, Fluo-8 calcium fluorescence, ACh EC20; 0% = ACh EC20, 100% = maximal ACh. activation, % at 3 µM. 360,000 tested, 0.088% active. AID 588819; in the data active = activation above about 19%, passing the limit was not always enough
The depositor's hits bear a star; nt = not tested or not shown.

Every second line gives: M4 ag, CHRM1 PAM, CHO parental Ca, OXTR potentiate, M1 ag, CHO-K1 Ca ag, CHO-K1 Ca antag, CHRM4 antagonist, CHRM1 antagonist
[1] O=C(CN1CCN(c2ccc(O)cc2)CC1)Nc1ccc(-c2ccccc2)cc1
 : 1, 8, 4, -7, -6, 0.5, -2, 7, -8
[2] COc1cc(OC)c(C2SCCCS2)cc1OC
 : 0, 8, 5, 1, 2, 0.4, 2, 3, -11
[3] CCOC(=O)c1ccc(N2C(=O)CC(N(C)CCc3ccc(OC)c(OC)c3)C2=O)cc1 (stereo not given)
 : 1, 8, -25, 6, -3, -0.2, 2, 9, -4
[4] Nc1nc(SCc2ccc(Br)cc2)[nH]c(=O)c1-c1ccccc1
 : 7, 3, -1, -31, 0, 4.8, -3, -9, -2
[5] O=C(COC(=O)C1CCCCC1)Nc1ccc(S(=O)(=O)N2CCOCC2)cc1
 : 5, 2, 6, -14, -2, 1.5, -15, 1, 0
[6] COCc1nnc(NC(=O)C2CC(=O)N(c3ccc(C)c(Cl)c3)C2)s1 (stereo not given)
 : 1, 4, -9, -8, 1, 1.5, -8, -4, -3
[7] ON(Cc1c(F)cccc1Cl)Cc1c(F)cccc1Cl
 : -1, -2, -8, -5, -9, 0.1, 5, 4, -7
[8] CCCCn1c(SCC(=O)Nc2cc(C)on2)nc2ccccc2c1=O
 : 0, 8, -14, 1, -3, 0.5, -26, -15, -14
[9] CCC(=O)c1ccc(OCC(O)Cn2nc(C)c(C(C)=O)c2C)cc1 (stereo not given)
 : 3, 6, -10, -5, -5, 2.5, -9, -3, -5
[10] CC(C)CN=Cc1c(O)c([N+](=O)[O-])cc2oc3c(c12)CCCC3
 : -2, 9, 18, -5, 3, -0.5, 2, 8, 7
[11] CSCC[C@H](NC(=O)NCc1ccc(F)cc1)C(=O)O
 : 1, 7, -13, -5, -3, -0.1, -8, 1, -7
[12] CN(CC(=O)Nc1cccc(F)c1)C(=O)c1cccnc1Sc1ccccc1Cl
 : 5, 2, -18, -5, -1, 2.8, -1, -18, 0
[13] CSc1nc(-c2ccccc2F)c(C#N)c(=O)n1C
 : -1, 0, -4, -3, -6, -0.7, -14, -4, 5
[14] Clc1cccc(OCCN2CCNCC2)c1
 : 1, 3, -4, 1, -11, 0.6, 2, -11, -7
[15] COc1ccc(CC(=O)OCN2C(=O)c3ccccc3C2=O)cc1
 : 2, 6, -24, -15, -3, 0.3, -6, -3, -6
[16] O=C(Cc1ccc(Cl)cc1)NCCc1cnc[nH]1
 : 0, 8, -1, -6, -8, 0.7, -10, -4, -15
[17] O=C(O)Cn1nnnc1-c1ccc(F)cc1
 : 0, 1, -4, -3, -4, 0.4, -3, 1, -3
[18] O=C(NCCN1CCOCC1)c1ccc2ccccc2n1
 : 1, 8, 2, -10, -6, 1.3, -3, -4, -6
[19] CC(C)N1C(=O)c2ccc(C(=O)O)cc2C1=O
 : 0, 1, -7, -18, -3, 0.4, -18, 6, -2
[20] CCCCNC(=O)CCNC(=O)c1ccc(C(C)(C)C)cc1
 : 2, 4, -4, -7, -6, 7.3, -13, 0, 1

Arranged by number of heavy atoms (high to low): part of the list above.
Every second line gives: M4 ag, CHRM1 PAM, CHO parental Ca, OXTR potentiate, M1 ag, CHO-K1 Ca ag, CHO-K1 Ca antag, CHRM4 antagonist, CHRM1 antagonist
[12] CN(CC(=O)Nc1cccc(F)c1)C(=O)c1cccnc1Sc1ccccc1Cl
 : 5, 2, -18, -5, -1, 2.8, -1, -18, 0
[10] CC(C)CN=Cc1c(O)c([N+](=O)[O-])cc2oc3c(c12)CCCC3
 : -2, 9, 18, -5, 3, -0.5, 2, 8, 7
[11] CSCC[C@H](NC(=O)NCc1ccc(F)cc1)C(=O)O
 : 1, 7, -13, -5, -3, -0.1, -8, 1, -7

Next section:
Every second line gives: M4 ag, CHRM1 PAM, CHO parental Ca, OXTR potentiate, M1 ag, CHO-K1 Ca ag, CHO-K1 Ca antag, CHRM4 antagonist, CHRM1 antagonist
[21] COCC(=O)Nc1cc(OC)ccc1OC
 : 0, 4, 0, -1, -3, 0.2, -4, -6, -4
[22] CCO/C=C1/C(=O)N(C(C)=O)c2ccccc21
 : 1, 8, 0, -2, -5, -0.1, -1, 0, -2
[23] CC(C)(C)c1ccc(C(=O)NC(=S)N2CCCC2)cc1
 : 1, 14, -10, -5, -1, -0.5, 10, -4, -12
[24] COC(=O)[C@@]1(C)[C@H]2C(=O)N(Cc3ccccc3)C(=O)[C@H]2[C@H]2CN=C(SCC(=O)c3ccccc3)N21
 : 1, -7, -12, nt, -2, 0.5, -2, 17, -3
[25] CNc1ncc(Cc2ccccc2)s1
 : 0, 7, 0, -8, -6, -0.5, 24*, 13, -7
[26] COc1ccc(OC)c(/C=N/NC(=O)c2nnn(-c3nonc3N)c2-c2cccs2)c1
 : 8, -3, 5, -12, -1, 3.6, -2, 6, 3
[27] CC1(C)C(=O)Nc2ccccc2N1C(=O)COC(=O)Cn1cnc2ccccc2c1=O
 : 2, 7, -23, -1, -3, 0.9, -3, 1, -9
[28] O=C(O)/C(=C\c1ccc(F)cc1)c1ccc(-c2ccccc2)cc1
 : 0, 12, 5, -12, -7, -0.5, -6, 4, -8
[29] CCOC(=O)Cc1csc(NC(=S)NC(=O)c2ccc(C)cc2)n1
 : 2, -4, -17, -8, -4, 1.2, -10, -11, -4
[30] Cc1c(C(=O)N(C)C2CCCCC2)sc2ncnc(N3CCN(c4ccccc4)CC3)c12
 : 8, -3, -21, -6, -5, 1.4, -17, 8, 4
[31] Cc1cc(C=O)c(C)n1-c1ccc(N2CCCC2)c([N+](=O)[O-])c1
 : 0, 2, -1, -11, -4, -0.4, -9, -5, -7
[32] Cc1ccc(C2=NN(C(=O)CCC(=O)O)C(c3cn(-c4ccccc4)nc3-c3ccc(C)cc3)C2)cc1 (stereo not given)
 : 1, 12, 0, -5, -7, 1.6, 2, 8, -8
[33] O=C(NNc1ncnc2ccccc12)c1cccc(Cl)c1
 : 1, 2, -11, -3, 1, 1.3, -12, -1, -4
[34] CC(OC(=O)COc1cccc2c1OC(C)(C)C2)C(=O)Nc1ccc(S(N)(=O)=O)cc1 (stereo not given)
 : 3, 10, -4, -1, 3, 1.5, 2, -6, -7
[35] COc1ccc(C(=O)NCCN2CCCC2)cc1OC
 : 1, 9, -9, -2, 0, -0.3, 8, -2, -4
[36] COC(=O)C(Cc1ccc(O)cc1)NC(=O)c1ccc2c(c1)OCCO2 (stereo not given)
 : 5, 8, -9, -11, -1, 2.5, 2, -4, -7
[37] COc1cc(OC)c(NS(=O)(=O)c2cccc(C(=O)OCC(=O)NCC3CCCO3)c2)cc1Cl (stereo not given)
 : 8, 2, -17, -4, -3, 7.5, -7, 4, 3
[38] CCN(CC)CCN(C(=O)CCOc1ccccc1)c1nc2c(F)cc(F)cc2s1
 : 1, 15, -5, 2, -6, 4.7, -12, 12, -20
[39] Cn1c(SCC(=O)Nc2ccc3nc(SCC(=O)N4CCCC4)sc3c2)nnc1-c1ccc(N)cc1
 : -1, -7, nt, nt, -6, -0.6, 31*, 6, 12
[40] Cc1nn(-c2ccccc2)c(C)c1/C=N/N1CCN(c2ccccn2)CC1
 : 2, -6, -19, -3, -8, 0.5, -2, 12, -4

Next records follow:
Every second line gives: M4 ag, CHRM1 PAM, CHO parental Ca, OXTR potentiate, M1 ag, CHO-K1 Ca ag, CHO-K1 Ca antag, CHRM4 antagonist, CHRM1 antagonist
[41] CCOC(=O)C1CCN(C(=O)COC(=O)c2cccc(NS(=O)(=O)c3ccccc3)c2)CC1
 : 11, -4, nt, nt, -2, 6.3, -10, -1, 1
[42] Cc1cc(C)cc(NC(=O)C2CCCN(c3ncccn3)C2)c1 (stereo not given)
 : 1, 7, 0, -1, -3, 0.5, -13, -3, -9
[43] CCOc1ccc(OCc2ccc(C(=O)NCc3ccncc3)o2)cc1
 : 14, 0, -16, -2, -5, 6.8, -16, -3, 4
[44] COc1ccc(NC(=O)Nc2sc(NS(=O)(=O)c3ccccc3)nc2C)cc1
 : 1, 9, 1, -12, -5, 0.7, -5, -11, -11
[45] CCOC(=O)c1c(NC(=O)CSc2nnc(-c3ccc(Cl)cc3)o2)sc2c1CCC2
 : 1, 4, -17, -4, 1, 1.6, -14, -12, -14
[46] O=C(CN(CCc1ccccc1)C(=O)CN1C(=O)COc2ccccc21)NCc1ccco1
 : 4, 4, -29, 2, -4, 1.9, -16, -2, -9
[47] CC(OC(=O)/C(C#N)=C/c1ccc(N(C)C)cc1)C(=O)N(C)c1ccccc1 (stereo not given)
 : 31, -17, 21, -21, 13, 16*, 13, 4, 24
[48] COc1ccc(NC(=O)CN2C(=O)S/C(=C/c3cccn3-c3ccc(C(=O)O)cc3)C2=O)cc1
 : 0, 0, nt, nt, 0, 1.0, 2, 1, 5
[49] CCC(c1nnc(SCC(=O)Nc2ccc(NC(C)=O)cc2)n1Cc1ccccc1)N(C)C (stereo not given)
 : 2, 9, -10, -12, -5, 1.3, -12, -1, -9
[50] COc1ccc(N2C(=NC(=O)CC3CCCCC3)SC3CS(=O)(=O)CC32)cc1 (stereo not given)
 : 1, 15, -2, -12, 0, -0.2, -6, -11, -14
[51] CSc1nc(-c2ccccc2)nc(N2CCCC2)c1C(C)=O
 : -2, -2, -10, 4, -3, -0.3, -11, 8, -2
[52] O=C(O)c1cc([N+](=O)[O-])ccc1-c1ccc([N+](=O)[O-])cc1C(=O)O
 : 1, -1, nt, nt, -1, 0.3, 5, 11, 3
[53] O=C(O)/C=C/C(=O)Nc1cccc2cccnc12
 : 2, 7, -15, -8, -4, 1.7, -13, -3, -5
[54] COc1ccc(OCCN2C(=O)c3ccccc3C2=O)cc1
 : 1, 0, -11, -15, -7, 0.1, 0, -4, -2
[55] COc1ccc(OCc2nnc(SC3CCOC3=O)n2-c2ccccc2)cc1 (stereo not given)
 : 3, -9, -7, 1, -2, 1.4, -4, -5, 11
[56] O=C(O)CCN1Cc2ccccc2C1=O
 : 0, 9, 2, -1, 1, 0.1, 11, -1, -10
[57] CC1Oc2ccccc2N(CC(=O)NCC2CCCO2)C1=O (stereo not given)
 : 1, 12, -5, -4, 0, 0.3, -11, 6, -10
[58] CC1CCCCC1NC(=O)Cn1cnc2ccccc2c1=O (stereo not given)
 : 1, 13, -14, -7, -1, 1.2, -16, 0, -19
[59] O=[N+]([O-])c1cccc2[nH]ncc12
 : 2, -8, nt, nt, -1, 0.2, -2, -3, 10
[60] COC(=O)c1cc(NC(=O)COC(=O)C2CCC2)cc(C(=O)OC)c1
 : 2, 1, 3, -14, -1, 0.0, -5, -4, 2
[61] COCc1c(C#N)c(NCCc2ccccc2)nc(C)c1[N+](=O)[O-]
 : 2, -6, -41, -7, -8, 1.3, -17, -8, 0
[62] COc1cccc2[nH]c(C(=O)NCC3CCCO3)cc12 (stereo not given)
 : 16, -8, -8, -12, -3, 2.2, -1, 3, 7

Assay outcomes deposited in PubChem by The Scripps Research Institute Molecular Screening Center.
